GalR3 antag: GalR3 antagonists in HEK293 cells, primary screen, cell-based, fluorescence readout | Galanin receptor type 3 (Homo sapiens), O60755 | HEK293 GalR3-CNG cAMP membrane potential fluorescence; galR3 body fused to GalR1 C-terminus | inhibition, % at 3 µM | 0.44% of 360,000 active;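 active means inhibition above the screen-wide average plus 3 SD, cut at about 13% in these data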;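 further: forskolin and galanin both at EC90 stimulate the cells; cAMP rise reported by CNG channel membrane potential dye signal; 0% = forskolin plus galanin with DMSO and 100% = forskolin alone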
Target sequence (O60755 1-299 limits assumed): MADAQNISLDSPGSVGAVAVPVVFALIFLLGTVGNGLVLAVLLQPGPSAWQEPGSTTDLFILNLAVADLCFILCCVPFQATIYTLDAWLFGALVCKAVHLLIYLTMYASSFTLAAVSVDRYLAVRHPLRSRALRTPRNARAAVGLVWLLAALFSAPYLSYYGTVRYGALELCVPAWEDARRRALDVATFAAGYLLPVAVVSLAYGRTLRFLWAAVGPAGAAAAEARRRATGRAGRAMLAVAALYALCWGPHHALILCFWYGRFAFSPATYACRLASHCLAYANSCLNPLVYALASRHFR
* marks the source's active call; other numbers are inactive results. This is a subset. The share of hits here may be higher or lower than overall.

canonical_smiles | GalR3 antag
CN(CCO)C(=O)c1nc[nH]c1C(=O)N(C)Cc1ccccc1 | -2
CN(c1ccc(NC(=O)Cc2c[nH]c3ccccc23)cc1)c1ccccn1 | 0
CN(Cc1cnc2nc(N)nc(N)c2n1)c1ccc(C(=O)NC(CCC(=O)O)C(=O)O)c2ccccc12 (stereo not drawn) | 3
Cc1ccccc1OCCOC(=O)c1cc(S(=O)(=O)N2CCOCC2)ccc1C | -6
OC(c1ccc(F)c(F)c1)c1nc(-c2cccc(F)c2)cs1 (stereo not drawn) | -4
OC(c1ccc(F)c(F)c1)c1nc(-c2ccncc2)cs1 (stereo not drawn) | -6
COc1ccc2sc(-c3ccccc3OC)c(-c3ccc(SC)cc3)c2c1 | -2
COc1ccc(S(=O)(=O)NC(=O)C2(C)CCN2C(=O)CCC2CCCC2)cc1OC (stereo not drawn) | -2
Cc1ccc(NC(=O)NCc2ccco2)cc1[N+](=O)[O-] | -6
O=c1[nH]c(-c2ccccc2)cn1C1CCN(Cc2ccc(-c3nc4ccccc4nc3-c3ccccc3)cc2)CC1 | -4
O=C(Nc1cccc(C(=O)N2CCOCC2)c1)C1CCCCC1 | -8
C=CCN(c1ccccc1)S(=O)(=O)c1cccc(C(=O)NCC(c2ccc(OC)cc2)N2CCCCC2)c1 (stereo not drawn) | -3
O=C(CNC(=O)c1cccc(S(=O)(=O)N2CCc3ccccc32)c1)Nc1ccc(F)c(F)c1F | -3
CCOC(=O)C1=CC[C@@H](c2ccccc2)N(S(=O)(=O)c2ccc(C)cc2)[C@@H]1C#N | -5
OC(c1ccc(-c2ccccc2)cc1)c1ncc(-c2cccc(F)c2)[nH]1 (stereo not drawn) | -5
Fc1cc(Cl)ccc1Nc1nc(NCc2ccccc2)nc2ccsc12 | -8
Cc1ccc(S(=O)(=O)N(CC(=O)NCc2ccccc2)C(=O)N2CCN(C)CC2)cc1 | -3
CCN(CC)C(=O)C1=C(C)N(Cc2ccc(OC)cc2)C(=O)C(CC(=O)NCCN2CCOCC2)C1 (stereo not drawn) | -5
CCCCn1nnnc1C(c1cc2ccccc2o1)N1CCN(c2ncccc2C#N)CC1 (stereo not drawn) | -5
CC1=C(C(=O)N(C)C)CC(CC(=O)NCCN2CCOCC2)C(=O)N1Cc1ccc(C(C)(C)C)cc1 (stereo not drawn) | -8
CC(CNCCCn1cnc2c(OCc3ccccc3)ncnc21)c1ccccc1 (stereo not drawn) | -9
Cc1ccc(C)c(OCC(=O)N(Cc2ccccc2)c2c(N)n(Cc3ccccc3)c(=O)[nH]c2=O)c1 | -3
CC1(C)CC(=O)C=C(c2ccccc2-c2ccc(S(C)(=O)=O)cc2)C1=O | -3
Cc1ccc2nc(C3CCCCC3)c(Cc3cccc(Cl)c3)n2c1 | -9
COc1cccc(CC(=O)Nc2ccc(F)c(S(=O)(=O)N3CCOCC3)c2)c1 | -5
O=C(Nc1ccccc1Cl)c1cc(C2CCCN(C(=O)CCc3ccccc3)C2)on1 (stereo not drawn) | -6
CCNC(=O)C1CCCN(C(=O)c2ccc(C(F)(F)F)cc2)CC1 (stereo not drawn) | -4
CCOC(=O)C1=C(C)Nc2ccccc2N/C1=N\S(=O)(=O)c1ccccc1 | -2
Cc1ccc(C)c(S(=O)(=O)NCC(=O)OCC(=O)Nc2sccc2C(N)=O)c1 | -6
NNc1cccc(C=Cc2ccccc2)cc1=O | 2
COc1ccccc1NC(=O)C(CC(=O)O)Cc1cc(C)cc(C)c1 (stereo not drawn) | -1
CCOC(=O)c1c(NC(=O)COC(=O)CCNS(=O)(=O)c2ccccc2)sc(C(=O)N(C)C)c1C | -3
CC(=O)OCC(=O)C1(O)CCC2C3CC(F)C4=CC(=O)CCC4(C)C3C(=O)CC21C (stereo not drawn) | -3
O=C(O)c1cscc1-c1cccc2ccccc12 | -1
Cc1ccc(S(=O)(=O)/C=C2\OCc3ccccc32)cc1 | -7
O=S(=O)(Cc1ccccc1)N1CCN(Cc2c(F)cccc2Cl)CC1 | 1
CCN1C(=O)[C@H]2[C@@H](c3ccc(C)cc3)N[C@]3(CCCN(Cc4ccco4)C3=O)[C@H]2C1=O | -6
COCC(=O)Nc1ccc(S(=O)(=O)Nc2onc(C)c2C)cc1 | -4
S=C(c1ccco1)N1CCOCC1 | -1
COc1ccc(S(=O)(=O)NC(=O)C2(C)CCN2C(=O)Cc2cc(C)cc(C)c2)cc1 (stereo not drawn) | -7
C(=NOCCc1ccccc1)c1cccnc1 | 2
O=c1[nH]c(-c2ccccc2)nc(CN2CCCCC2)c1O | -5
Cc1ccc(OCCNC(=O)[C@@H](Cc2ccccc2)NC(=O)[C@H]2O[C@@H](n3ccc(=O)[nH]c3=O)[C@H](O)[C@@H]2O)cc1C | -7
CN(Cc1ccccc1)C(=O)c1ccc(NC(=O)Cc2ccc(NC(=O)C3CCN(C(=O)C4CC4)CC3)cc2)cc1 | 0
CCOC1=C2[C@@H](CN(S(=O)(=O)c3ccc(C)cc3)[C@H]2c2ccccc2F)[C@H]2C(=O)N(C3CCCCC3)C(=O)[C@H]2C1 | -6
CC(C)C(N)c1csc(Nc2ccccn2)n1 (stereo not drawn) | -2
O=S(=O)(Nc1cccc(F)c1)c1ccc(S(=O)(=O)N2CCOCC2)cc1 | 4
c1csc(CNc2nc(NCC3CCCCC3)c3sccc3n2)c1 | 1
CCNC(=O)C1(C)CCCN(Cc2cccc3ccccc23)C1 (stereo not drawn) | -2
CCCCNc1cccc2c1S(=O)(=O)N[C@@H](Cc1ccccc1)CO2 | -5
COC(=O)[C@@H](Cc1ccccc1)NC(=O)[C@H]1O[C@@H](n2cnc3c(N)ncnc32)[C@H](O)[C@@H]1O | -4
CC(C)(COC(=O)C(c1ccccc1)c1ccccc1)CN1CCOCC1 | -6
Cc1ccc(N(C)S(=O)(=O)c2cccc(C(=O)N(C)Cc3cnn(-c4ccccc4)c3)c2)cc1 | -5
CCOC(=O)C1(Cc2ccccc2C)CCCN(C(=O)c2ccc(C(C)=O)s2)C1 (stereo not drawn) | -2
C[C@H](CO)N1C[C@H](C)[C@@H](CN(C)C(=O)c2cnccn2)Oc2cc(C#CCC3CCCC3)ccc2S1(=O)=O | -5
C#CCNC(=O)C[C@@H]1C[C@@]2(C(=O)OCC)CCCC=C2N(Cc2ccco2)C1=O | -3
N#CCC1(O)C(=O)Nc2ccccc21 (stereo not drawn) | -4
COc1ccc(OC)c(NS(=O)(=O)c2ccc3[nH]c(=O)[nH]c3c2)c1 | -6
CC(=O)O[C@H]1C=C[C@@H](NC(=O)OC(C)(C)C)C1 | -5
CC(C)NC(=O)C1(C)CCN1C(=O)c1ccccc1Oc1ccccc1 (stereo not drawn) | -5

No new results follow: an excerpt of the list.
canonical_smiles | GalR3 antag
CC(=O)O[C@H]1C=C[C@@H](NC(=O)OC(C)(C)C)C1 | -5
CC(C)NC(=O)C1(C)CCN1C(=O)c1ccccc1Oc1ccccc1 (stereo not drawn) | -5

Next structures:
canonical_smiles | GalR3 antag
CCc1nc2c(OCc3ccc(C(=O)OC)cc3)cccn2c1N(C)C(=O)c1ccc(OC)cc1 | -5
COC(=O)C1CCN(C2CN(Cc3ccccc3)S(=O)(=O)C2)CC1 (stereo not drawn) | -8
CCN1C(=O)[C@H]2[C@H]3CN=C(SCc4ccccc4)N3[C@@](C)(C(=O)OC)[C@H]2C1=O | -5
CCCCCCCCN1C(=O)[C@H](CC(=O)N2CCN(C(=O)c3ccco3)CC2)C[C@@]2(C(=O)OC)CCCCC=C12 | -6
CCOc1ccc(/C=N/Nc2cc(N3CCOCC3)ncn2)c(O)c1 | 0
CCc1nc2ccc(C(=O)NCCOc3ccc(OC)cc3)cn2c1N(C)Cc1ccc(OC)cc1 | -10
Cc1cc(Br)c2nc(-c3ccc(F)cc3)c(Cc3cccc(Cl)c3)n2c1 | -3
CCOC(=O)C1(C)CCCN1C(=O)c1cncc(Br)c1 (stereo not drawn) | 2
Cc1ccc([C@H]2C[C@@H](n3cc(-c4ccc(F)cc4)nn3)[C@H](O)CN2C(=O)C2CCCCC2)cc1 | -7
CCc1nc2ccc(C(=O)Nc3cccc(OCC(=O)N(C)C)c3)cn2c1N(CCC(C)C)CCN(C)C | -7
O=C(NCc1ccccc1)C(c1ccccc1)n1c(=O)c(-c2cc3ccccc3[nH]2)nc2ccccc21 (stereo not drawn) | -1
CC(C)c1ccc(C(=O)N2CCCCC2c2cc(C(=O)NCc3cccnc3)no2)cc1 (stereo not drawn) | -9
Cc1ccc(C(=O)Nc2ccncc2)cc1S(=O)(=O)N1CCCCC1 | -8
O=C1CSC(=S)N1N=Cc1ccc(Cl)s1 | -7
COc1cccc(NC(=O)C2(C)CCN2Cc2ccc(-c3ccccc3)o2)c1 (stereo not drawn) | -8

Another view of some results above:
COc1cccc(NC(=O)C2(C)CCN2Cc2ccc(-c3ccccc3)o2)c1 (stereo not drawn)
  GalR3 antag = -8

CCCCNc1cccc2c1S(=O)(=O)N[C@@H](Cc1ccccc1)CO2
  GalR3 antag = -5

O=C1CSC(=S)N1N=Cc1ccc(Cl)s1
  GalR3 antag = -7

Cc1ccc(S(=O)(=O)/C=C2\OCc3ccccc32)cc1
  GalR3 antag = -7

Other structures
canonical_smiles | GalR3 antag
CCNC(=O)C1(C)CCCN1Cc1cccc(C(F)(F)F)c1 (stereo not drawn) | -8
COCCCNC(=O)Cn1cnc2c(NCc3ccccc3)ncnc21 | -7
CCOC(=O)Cc1ccc(Nc2nc(NCc3cccs3)nc3ccsc23)cc1 | -5
CC[C@]12c3[nH]c4cc(CCC(=O)N(C)C)ccc4c3CCN1C(=O)[C@@H](CC(=O)NCCN1CCOCC1)C[C@@H]2C(=O)N1CCN(C(=O)C2CC2)CC1 | -6
CCOC(=O)[C@]12CCC=C1N(Cc1ccco1)C(=O)[C@H](CC(=O)NCCCOC)C2 | -5
CC(OC(=O)CNC(=O)c1ccccc1)C(=O)Nc1ccc(S(=O)(=O)N2CCOCC2)cc1 (stereo not drawn) | 2
COc1cccc(C(CC2=CCCCC2)NC(=O)C(F)(F)F)c1 (stereo not drawn) | -6
CC(C)C[C@@H]1COc2cc(N3CCC[C@@H]3CO)ccc2S(=O)(=O)N1 | -6
Cc1ccc(NC(=O)COC(=O)c2oc3ccccc3c2C)cc1S(=O)(=O)N1CCOCC1 | 2
Cc1ccccc1-c1nc(NCCN(C)C)nc2ccsc12 | -7
Cc1ccc(NS(=O)(=O)c2ccc(C)c(NC(=O)c3ccc(S(=O)(=O)N4CCCCCC4)cc3)c2)c(C)c1 | -7
COc1ccccc1CNC(=O)COC(=O)c1c[nH]c2ccccc12 | -6
CCCCCNC(=O)C(C1CC1)n1c(=O)c(-c2cc3ccccc3[nH]2)nc2ccccc21 (stereo not drawn) | -8
Cc1ccc(Cc2c(C3CCCCC3)nc3ccc(C)cn23)cc1 | -8
COC(=O)C=CC(=NNc1ccccc1)c1ccccc1 | -4
O=c1ccn([C@@H]2O[C@H](CNS(=O)(=O)c3cc4ccccc4s3)[C@@H](O)[C@H]2O)c(=O)[nH]1 | -6
CN(CC(=O)Nc1ccc(F)c(F)c1F)C(=O)C1(c2ccccc2)CC1 | -3
CC1C(=O)N(Cc2cn(CCC3OCCCO3)nn2)CCS(=O)(=O)N1Cc1ccc(-c2ccc(Cl)cc2)cc1 (stereo not drawn) | -5
C[C@@H]1CN([C@H](C)CO)S(=O)(=O)c2ccc(Br)cc2O[C@@H]1CN(C)C(=O)CN1CCOCC1 | -8
COc1ccc(S(=O)(=O)Nc2ccc(C)c(S(=O)(=O)N3CCOCC3)c2)cc1[N+](=O)[O-] | -4
CNc1cncc(-c2ccc(OCCCN(C)C)nc2)n1 | -6
COc1ccccc1NS(=O)(=O)c1cccc(C(=O)N/N=C(/C)c2ccc(-n3ccnc3)cc2)c1 | -2
COc1ccc(S(=O)(=O)NCCC(=O)OCc2cc(=O)oc3cc(C)ccc23)cc1[N+](=O)[O-] | 3
CN(CCO)C(=O)c1nc[nH]c1C(=O)N1CCN(c2ccccc2)CC1 | -4
COCCCn1cc(CN2CC(N3CCCCC3)CS2(=O)=O)nn1 (stereo not drawn) | -5
CCc1nc2ccc(C(=O)Nc3ccc(Cl)c(Cl)c3)cn2c1N(C)Cc1ccc(OC)cc1 | -4
CCCCN(C(=O)c1cccc(S(=O)(=O)N(CC)c2ccccc2)c1)c1c(N)n(CCCC)c(=O)[nH]c1=O | 1
CC1(C(=O)NS(=O)(=O)c2cccc(F)c2)CCN1C(=O)Cc1ccccc1Cl (stereo not drawn) | -2
O=C(Nc1cccc(-n2cnnn2)c1)C1CCCN(C(=O)Cc2cccc(Cl)c2)C1 (stereo not drawn) | -2
O=C(NNS(=O)(=O)c1ccc([N+](=O)[O-])cc1)c1ccccc1 | -5
O=C1Nc2c(Cl)cccc2C1=O | -7
O=C1C(F)=CC(COC(c2ccccc2)(c2ccccc2)c2ccccc2)OC1n1cc(F)c(=O)[nH]c1=O (stereo not drawn) | 0
CCOC(=O)C1=CC[C@@H](c2ccccc2)C(C#N)(C#N)[C@H]1/C=C/c1ccccc1 | -4
CC1(C(=O)Nc2cccc(OC(F)(F)F)c2)Cc2c(-c3ccc(C(N)=O)cc3)ccnc2O1 (stereo not drawn) | -6
CCN(CC)S(=O)(=O)c1ccc(N2CCCC2)c(NC(=O)CSCc2c(C)noc2C)c1 | -4
COCCN(CCOC)Cc1cc(=O)oc2cc(C)c(Cl)cc12 | -5

Source: PubChem
